GLS inhibitor: blocks human kidney-isoform glutaminase activity; O94925; GLS enzymatic activity, qHTS titration; Potency, µM (highest dose often 45.5 µM), inactives show at the top dose activity change, negative = inhibition, hits mostly inhibitors; 0.21% of 410,000 active; AID 624170; also: potency is read from the fitted curve at half-maximal effect; % is scaled to controls: 0 for no effect and ±100 for the full control effect
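Assay buffer: 45 mM KH2PO4 pH 8.2, 0.02% Tween-20. hKGA acts on L-glutamine (1 mM solution added); product glutamate is reported by an oxidase/peroxidase Amplex Red coupling, with fluorescence taken at baseline and 30 min.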
PGK inhibitor: blocks T. brucei phosphoglycerate kinase | PGK/GAPDH coupled, Kinase-Glo luminescence, 60 min | 0.043% of 380,000 active | Potency, µM (titrated, usually from 57.5 µM), inactives show at the top dose activity change, negative = inhibition, usual class: inhibitors | AID 602233 | P07378; also: potency is read from the fitted curve at half-maximal effect; % is scaled to controls: 0 for no effect and ±100 for the full control effect; nearly all actives have a fitted effect of over 60% in size
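Luminescent ATP detection (Kinase-Glo Plus) follows a 60-minute room-temperature incubation, with wells lacking PGK as controls. Buffer: 100 mM TEA (pH 7.6), 5 mM MgCl2, 0.01% Tween-20. Coupling enzyme GAPDH (100 nM final) supplies unstable 1,3-BPG in-well.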
rTrxR1 inhibitor: inhibitors of rat thioredoxin reductase 1; recombinant rTrxR1, NADPH fluorescence consumption, selenite substrate; Potency, µM (top dose mostly 114 µM), for inactives: at the highest dose activity change, negative = inhibition, usual class: inhibitors; 1% of 390,000 active; also: potency is read from the fitted curve at half-maximal effect; % is scaled to controls: 0 for no effect and ±100 for the full control effect; nearly all actives have a fitted effect of over 65% in size
Target sequence (O89049 whole entry, looked up): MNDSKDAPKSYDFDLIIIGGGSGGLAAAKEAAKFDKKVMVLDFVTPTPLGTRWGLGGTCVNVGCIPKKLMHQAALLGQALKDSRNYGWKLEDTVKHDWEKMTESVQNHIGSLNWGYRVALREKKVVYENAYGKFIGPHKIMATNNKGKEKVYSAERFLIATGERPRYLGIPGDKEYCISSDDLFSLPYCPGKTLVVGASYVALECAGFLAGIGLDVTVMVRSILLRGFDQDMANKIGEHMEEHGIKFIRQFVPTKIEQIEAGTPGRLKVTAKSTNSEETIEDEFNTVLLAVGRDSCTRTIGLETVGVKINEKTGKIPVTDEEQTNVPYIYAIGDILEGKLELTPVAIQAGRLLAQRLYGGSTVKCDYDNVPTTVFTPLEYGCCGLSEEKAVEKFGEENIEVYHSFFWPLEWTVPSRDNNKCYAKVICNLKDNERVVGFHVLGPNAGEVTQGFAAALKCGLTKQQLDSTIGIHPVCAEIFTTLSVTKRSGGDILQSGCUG
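Rat TrxR1 (90 nM in the dispensed reagent) was pre-reduced with 400 uM NADPH for 5 min at room temperature, then incubated with compound for 15 min. After 400 uM selenite was added, NADPH fluorescence (Ex 340/Em 450 nm) was followed for 8 min.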
HP1b chromo inh: blocks HP1-beta chromodomain binding to methylated histone tails; P83916; AlphaScreen HP1-beta / biotin-H3K9me3 peptide binding; Potency, µM (highest dose often 114 µM), inactives show top-dose activity change, negative = inhibition, actives largely listed as inhibitors; 0.56% of 390,000 active; AID 540317; also: potency is read from the fitted curve at half-maximal effect; nearly all actives have a fitted effect of over 70% in size; inactives centre near 23
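HP1-beta protein (50 nM final) preincubated 30 min at room temperature with biotinylated H3(1-18)K9me3 peptide (50 nM) in PBS pH 7.4, 0.01% Tween-20, then compound added for 30 min. AlphaScreen streptavidin donor/nickel chelate acceptor beads (10 ug/mL final), 30 min dark, luminescence read.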
USP1 inh: inhibitors of human USP1/UAF1 deubiquitinase; 0.23% of 390,000 active; recombinant USP1/UAF1, Ub-Rhodamine cleavage fluorescence; O94782; Potency, µM (doses to about 57.1 µM), for inactives: at the top dose activity change, negative = inhibition, most hits filed as inhibitors; AID 743255; also: potency is read from the fitted curve at half-maximal effect; % is scaled to controls: 0 for no effect and ±100 for the full control effect; nearly all actives have a fitted effect of over 60% in size; inactives centre near -12
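1 nM enzyme complex + cpd, 15 min RT; start with Ub-Rho 150nM final; kinetic fluorescence ex 480/em 540, 6 reads q60 s. Buffer 50mM HEPES pH 7.8, 0.5mM EDTA, 0.1 mg/ml BSA, 1mM TCEP, 0.01% Tween-20.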
PI4K2A block: blocks human PI4K2A kinase activity; Q9BTU6; purified PI4K2A, ADP-Glo luminescence, 1 h; active compounds read low; activity change, negative = inhibition, % at 76.9 µM; 0.13% of 420,000 active; AID 1346378; in the data active = activity change below about -50%; inconclusive = mostly about -30% to -49%;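 also: -100% = wells without enzyme as full effect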
Target sequence (Q9BTU6 whole entry, looked up): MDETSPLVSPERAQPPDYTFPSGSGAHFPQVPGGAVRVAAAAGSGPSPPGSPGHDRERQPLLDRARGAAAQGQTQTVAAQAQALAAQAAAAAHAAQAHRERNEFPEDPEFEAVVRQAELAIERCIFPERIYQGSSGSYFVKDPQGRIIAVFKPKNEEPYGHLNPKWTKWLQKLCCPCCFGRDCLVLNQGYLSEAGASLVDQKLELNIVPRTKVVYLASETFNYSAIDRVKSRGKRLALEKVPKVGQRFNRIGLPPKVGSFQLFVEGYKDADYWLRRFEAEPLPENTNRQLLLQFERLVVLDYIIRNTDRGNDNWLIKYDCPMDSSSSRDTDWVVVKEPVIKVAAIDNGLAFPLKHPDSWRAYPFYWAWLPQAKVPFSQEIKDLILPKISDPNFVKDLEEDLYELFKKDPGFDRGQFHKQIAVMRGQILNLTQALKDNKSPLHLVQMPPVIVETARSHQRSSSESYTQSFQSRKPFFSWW
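PI4K2A activity was measured by ADP-Glo luminescence: enzyme (4 ug/mL stock) and phosphatidylinositol (1.2 mM stock) in Tris pH 7.5/MgCl2/EGTA/Triton X-100 buffer were reacted with ATP (300 microM stock) for one hour at ambient temperature.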
Pin1 inhibitor: inhibitors of human Pin1; Q13526; Pin1 FP peptide displacement, HiFluor488, 10 min; Potency, µM (titrated, usually from 115 µM), for the others: at the highest dose activity, negative = inhibition, actives largely listed as inhibitors; 0.009% of 390,000 active; active = well fitted inhibition curve with a large enough effect in the polarisation, with a control signal flat, not every such curve was filed as active; inconclusive = small, poorly fitted or top-dose-only effect, or effect the other way, or a change in a side signal; inactive = no such curve, though single readings can be large or run the other way; the % refers to the polarisation; also: potency is read from the fitted curve at half-maximal effect; % is scaled to controls: 0 for no effect and ±100 for the full control effect
IDH1 R132H inh: blocks human mutant IDH1 R132H enzyme. O75874. IDH1-R132H enzyme, NADPH consumption, diaphorase/resazurin fluorescence. Potency, µM (doses to about 76.6 µM), inactives show at the highest dose activity change, negative = inhibition, usual class: inhibitors. 0.093% of 390,000 active. AID 602179; also: potency is read from the fitted curve at half-maximal effect; % is scaled to controls: 0 for no effect and ±100 for the full control effect; nearly all actives have a fitted effect of over 65% in size
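IDH1-R132H (0.5 ug/mL) preincubated 30 min with compound, then NADPH (0.016 mM) and alpha-KG (2 mM) added; 80 min at RT, pH 7.5. Remaining NADPH coupled via diaphorase/resazurin to fluorescence (540/590 nm); concentration-response curves normalized to no-enzyme control.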
TrxR1 substrate: substrates of rat thioredoxin reductase 1; purified TrxR1 substrate turnover, NADPH consumption readout; Potency, µM (highest dose often 114 µM), for the others: top-dose activity change, negative = substrate turnover; 0.01% of 390,000 active; AID 588456; also: potency is read from the fitted curve at half-maximal effect; % is scaled to controls: 0 for no effect and ±100 for the full control effect; nearly all actives have a fitted effect of over 50% in size
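Rat TrxR1, dispensed at 90 nM, was prereduced with 400 uM NADPH (final) for 5 min at ~22 deg C, then incubated with compound 15 min before 400 uM selenite. A first-read NADPH fluorescence drop versus no-compound background flagged substrates.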
An asterisk follows results filed as active; i = inactive; ? = inconclusive; / = no result given; [ ] = another dose, or the depositor's remark. Unless noted, calls follow the shape of the dose curve; as a rule, active = well fitted curve in the direction sought with a large enough effect; inconclusive = small, poorly fitted or top-dose-only effect, or another doubt; inactive = no such curve, though single readings can be large; an effect the other way counts as inactive or inconclusive. Some of the compounds tested; rates above refer to the full screens.

Every second line gives: GLS inhibitor, PGK inhibitor, rTrxR1 inhibitor, HP1b chromo inh, USP1 inh, PI4K2A block, Pin1 inhibitor, IDH1 R132H inh, TrxR1 substrate
C=CCN1C(=O)C2(c3ccccc31)C1CCCC=C1C(C#N)=C(N)C2(C#N)C#N (centres undefined)
  6%, -4%, -33%, 48%, -16%, -6, ?, 9%, -1%
COC(=O)[C@H](Cc1ccccc1)NC(=O)N1CC(C)OC(C)C1 (some centres undefined)
  -1%, -2%, 2%, 20%, -3%, 4, 4%, 8%, 1%
CCCCN1C(N)=NC[C@@H]1CCCCN
  0%, 15%, 17%, 60%[activator], 14%, 1, 11%, 3%, 0%
CCCn1c(CN2CCN(C(=O)OCC)CC2)nc2cc(NC(C)=O)ccc21
  -2%, /, 9%, 42%[activator], -9%, -5, -10%, -12%, -1%
Nc1nc(Nc2ccccc2)nc(NC2CCCCC2)c1[N+](=O)[O-]
  0%, -1%, -7%, -16%, -19%, 2, ?, -2%, -15%
COC(=O)c1cc(NC(=O)CN(c2ccccc2OC)S(=O)(=O)c2ccccc2)ccc1Cl
  -5%, 0%, 25%, 21%, ?, -14, 15%, 3%, 6%
CCc1cccc(NC(=S)N(CCN(C)C)C2CCN(C(C)C)CC2)c1
  17%, -8%, 19%, 41%[activator], -15%, -1, -4%, 0%, 5%
Cc1ccnc(NS(=O)(=O)c2ccc(NC(=O)c3cc(=O)c4ccccc4o3)cc2)n1
  -7%, -1%, 20%[57.1 µM], 0%, -20%, 6, -1%, 5%, -12%[57.1 µM]
CSc1ccccc1C(=O)N(C)Cc1ccccc1
  -6%, -10%, 16%[57.1 µM], 38%, -6%, 0, -4%, 6%, -11%
COc1ccc(CC(=O)n2c(CC#N)nc3ccccc32)cc1OC
  19%, -1%, -8%, 17%, 0%, -11, 4%, 8%, -7%
COc1ccc(NC(=S)Nc2cc(C)[nH]n2)cc1Cl
  17%, -5%, 1%, ?, -14%, 4, -8%, 0%, 15%
COc1ccc(-c2nc(SCC(=O)Nc3ccc4c(c3)OCO4)c(-c3ccccc3)[nH]2)cc1
  -1%, i, -7%, 11%, -11%, 1, 60%[activator], 25%, -8%
CCOC(=O)c1nnn(-c2nonc2OC)c1-c1ccccc1
  -1%, -6%, -9%, 24%, 4%, -1, ?, 5%, -9%
Cc1ccc(S(=O)(=O)N2C[C@@H]3CCCC[C@@H]3[C@@H](C)[C@H]2c2cn(Cc3ccccc3)c3ccc(F)cc23)cc1
  -13%, -2%, 23%, 29%, -25%, 4, 7%, 8%, 0%
CC1=CC(C)(C)NC(=S)N1c1ccc(C)cc1
  3%, /, -3%, 28%, -19%, 0, -1%, 2%, 2%[57.1 µM]
COc1ccc2c(=O)cc(C(=O)O)oc2c1
  6%, i, 17%[57.1 µM], 36%, -15%, 0, 7%, 3%, 4%[57.1 µM]
O=C(NCc1ccco1)c1cc(S(=O)(=O)NC2CC2)ccc1Br
  8%, 7%, 15%, 17%, -4%, -3, 6%, 2%, 10%[57.1 µM]
CCN(C(=O)c1cc2c(=O)n3ccccc3nc2n1CCCOC)C1CCCCC1
  7%, 7%, 16%, 63%[activator], -12%, -1, 7%, -2%, 288%[activator]
O/N=C\c1cccn1-c1ccc(Br)cc1
  20%, -5%, 25%[57.1 µM], -33%, -11%, 5, 1%, 2%, 14%[57.1 µM]
c1ccc(CCc2nn3c(-c4ccncc4)nnc3s2)cc1
  -9%, 1%, 2%, -22%, 4%, -3, 1%, -1%, 10%
O=C(Oc1ccc2c(c1)O/C(=C\c1ccncc1)C2=O)c1ccccc1
  -15%, 1%, ?, 43%[activator], 6%, -1, ?, 52µM*, -20%
NC(=O)c1ccsc1NC(=O)COC(=O)c1ccc([N+](=O)[O-])o1
  -6%, -8%, 20%, 30%, -22%, 19, -9%, -1%, 8%
COc1ncnc2c1ncn2CCCNC1CCN(Cc2ccccc2)CC1
  -1%, -6%, /, /, -25%, -1, /, 0%, /
COC(=O)c1ccc(COc2ccccc2OC)o1
  0%, 7%, 5%, 32%, -6%, -1, -5%, 2%, 1%
CCOc1ccccc1/C=N/OCC(=O)NCc1ccc(F)cc1
  4%, 0%, 20%[57.1 µM], 22%, -6%, -1, -14%, -2%, 6%[57.1 µM]
COc1cccc(CNC(=O)CN2C(=O)CCCc3ccccc32)c1OC
  1%, -3%, -1%, 40%, -10%, -4, -6%, -4%, -7%
CC(Oc1ccccc1)C(=O)Nc1cccc(-c2nc3ccccc3[nH]2)c1 (centres undefined)
  -15%, -9%, 10%[57.1 µM], 16%, -19%, -2, 6%, 5%, 21%
CCC(CO)Oc1cc(NCc2cccc(O)c2)c2ncn(C(C)C)c2c1 (centres undefined)
  31%[activator], -2%, 9%[57.1 µM], 10%, -26%, 2, 5%, -26%, -2%[57.1 µM]
C=CCOc1ccc(/C=C2/C(=O)ON=C2C)cc1OC
  20%, 7%, -21%, 27%, -15%, 2, 1%, 0%, 0%
CC1CCN(C(=O)CSc2nc(-c3ccc(F)cc3)cc(C(F)(F)F)n2)CC1
  -1%, i, 15%, 8%, ?, 0, 0%, -10%, 3%
COc1ccccc1N(CC(=O)N1CCc2ccccc2C1)S(C)(=O)=O
  12%, i, 26%[57.1 µM], 54%[activator], -5%, -3, 1%, 1%, 10%
CCOC(=O)[C@H]1[C@H]2COc3ccc(Cl)cc3[C@@H]2N2C(=O)CN(Cc3ccco3)C(=O)[C@@]12C
  -4%, 0%, -13%[57.1 µM], 22%, 18%, -5, ?, 4%, 11%[57.1 µM]
C=CCn1c(N2CCN(c3ccc(OC)cc3)CC2)nc2c1c(=O)[nH]c(=O)n2C
  31%[activator], -9%, 17%, 49%[activator], -23%, 3, 0%, 8%, 6%
COc1ccc(-c2csc(Nc3ccccn3)n2)cc1OC
  ?, i, 9%[57.1 µM], -25%, ?, -3, -1%, 7%, -7%[57.1 µM]
O=C1CCC(C(=O)N2CCC(CO)CC2)CN1Cc1ccc(Cl)cc1 (centres undefined)
  -1%, 2%, -12%, 22%, -20%, 0, -1%, 0%, 2%
CCOC(=O)c1c(NC(=O)COc2ccccc2F)sc2c1CC(C)(C)NC2(C)C
  -7%, -9%, 1%, 14%, -7%, -3, -3%, 5%, -2%[57.1 µM]
CC(C)S(=O)(=O)c1oc(-c2ccc(F)cc2)nc1S(=O)(=O)c1ccc(F)cc1
  -5%, -3%, 1µM*, 38%, ?, 66, /, 8%, 12%
Nc1c(NC(=O)CC[n+]2ccccc2)cccc1[N+](=O)[O-]
  8%, 1%, ?, 26%, -1%, 4, 8%, 2%, -8%
Cc1ccc2[nH]c(=O)c(CN(CCN3CCOCC3)C(=O)Nc3ccccc3F)cc2c1
  1%, i, -2%, -11%, -6%, 4, 6%, 0%, 0%
CCOc1ccc(S(=O)(=O)NC(C)C(=O)NCc2ccc3c(c2)OCO3)cc1 (centres undefined)
  5%, 14%, 17%, 7%, -7%, 1, 2%, -1%, 6%
O=C(NCC1CCCO1)c1c(O)c2ccccc2[nH]c1=O (centres undefined)
  1%, -4%, 10%[57.1 µM], 9%, -2%, -3, -3%, -1%, 4%[57.1 µM]
Cc1ccc(C)c(NS(=O)(=O)c2ccccc2C)c1
  7%, -7%, 12%[57.1 µM], 12%, -17%, 2, -6%, 13%, 5%[57.1 µM]
Cc1cc(C(=O)COC(=O)CC2Sc3ccccc3NC2=O)c(C)n1-c1ccc2c(c1)OCO2 (centres undefined)
  -3%, -5%, 20%, 2%, -23%, 0, 8%, 11%, 2%
COCc1cc(C)nc(SCc2ccc(F)cc2)c1C#N
  -2%, 6%, 8%[57.1 µM], 110%[activator], 2%, -22, 5%, 7%, 5%[57.1 µM]
CCCc1n[nH]c(=O)[nH]1
  0%, 0%, 0%[57.1 µM], 22%, -17%, -4, -2%, 1%, -16%
COc1cc(Cl)c(C)cc1NC(=O)COC(=O)/C=C/c1c(C)nn(C2CCS(=O)(=O)C2)c1Cl (centres undefined)
  0%, 3%, 1%, 28%, -24%, -10, 0%, 2%, -7%
Fc1ccccc1NC(=S)N/N=C/c1ccccc1Br
  12%, 1%, 3%, -5%, -10%, 4, -2%, 4%, 0%
CCc1nc(SCC(=O)Nc2ccccc2C(=O)OC)n[nH]1
  7%, i, 28%, 13%, 0%, -4, -6%, 3%, 13%
CC(C)(C)NC(=O)NC(=O)CN1CCN(S(=O)(=O)c2ccccc2)CC1
  8%, -4%, 11%, -2%, -1%, 4, 0%, 4%, 4%
Cn1c(-c2ccc(Cl)nc2)nc2ccccc21
  0%, -10%, 15%, 22%, -6%, -4, -2%, -3%, 54%[activator]
CCN(CC)CCNc1nc2c(c(=O)n(C)c(=O)n2C)n1C/C=C(/C)Cl
  -1%, i, -16%, 48%[activator], -10%, 7, ?, -1%, -7%
Cc1cc(N2CCCC(C(=O)Nc3ccc4c(c3)CCC4)C2)n2ncnc2n1 (centres undefined)
  0%, 2%, 11%, 10%, -2%, 1, -6%, 4%, -1%
CN1CCN(/C=N/c2sc3c(c2C#N)CCCCC3)CC1
  12%, i, 15%, 4%, -14%, -26, -3%, 16%, ?

Screening results: PubChem BioAssay, National Center for Advancing Translational Sciences (NCATS)
